# N-glyco inh: blocks N-linked glycosylation in D54 reporter cells; D54 ERlucT glycosylation luciferase reporter, 24 h; percent of 100 nM tunicamycin response; hit rate 0.23% among 360,000; AID 588692; reporter increase, % at 12.5 µM;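 active = mean luciferase reporter signal, scaled so untreated is 0 and the glycosylation-blocking control 100, at or above a set limit in every replicate; inconclusive = mean reaches the limit but not every replicate does; inactive = mean below the limit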;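 also: luciferase carries N-glycosylation sites so blocking glycosylation raises the light; 0% = median of neutral control wells and 100% = median of 100 nM tunicamycin wells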
# Vif inh: HIV Vif inhibition | HEK293T cells, Vif self-association by quenched fluorescence, imaging, 24 h | inhibition, % at 7.49 µM | hit rate 0.35% among 340,000 | AID 602346; in the data active = inhibition above about 50%, passing the limit was not always enough; inconclusive = no clear call, values can overlap the other calls; inactive = below about 31%; also: some results filed as inactive read as strong as hits
# NOD2-RIPK2 inh: NOD2-RIPK2 protein interaction inhibition | CHO BLA complementation NOD2-RIPK2, CCF4 ratio | inhibition, % at 4.98 µM | hit rate 0.38% among 360,000 | AID 624267; in the data active = inhibition above about 21%;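 also: 0% = vehicle only and 100% = reference blocker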
# ABCB6 inh 2: inhibitors of human ABC transporter ABCB6 | Q9NP58 | K562-ABCB6 porphyrin accumulation, flow cytometry, 1 h; stronger effect = lower value | fluorescence ratio to DMSO, % at 10 µM | hit rate 0.19% among 360,000 | AID 602162;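 active = fluorescence ratio to DMSO below 75%, the collection mean minus 3 SD; inconclusive = too few cells collected in the well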;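 also: signal is porphyrin accumulated inside mitochondria; 100% equals median channel fluorescence of DMSO control wells; lower ratio means ABCB6 inhibition with less porphyrin fluorescence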
# ABHD5 PLIN5 PPI: ABHD5-PLIN5 protein interaction inhibition | Q00G26+Q8WTS1 | hit rate 0.78% among 360,000 | inhibition, % at 4 µM | Split G. princeps luciferase complementation, luminescence, 4 h;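 active = inhibition above the mean inhibition across every tested compound plus 3 SD, cut at about 22% in these data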;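 also: 0% = DMSO only wells and the 100% control is not disclosed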
# TLR9-MyD88 block: TLR9-MyD88 interaction inhibition; Q9NR96+Q99836; CHO BLA complementation TLR9-MyD88, CCF4 FRET ratio; inhibition, % at 4.98 µM; hit rate 0.21% among 340,000; AID 504734;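 active = inhibition above the mean over all tested compounds plus 3 SD, cut at about 21% in these data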;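 also: 0% = DMSO only wells and 100% = clavulanate BLA inhibitor control wells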
# Granule exo inh: lytic granule exocytosis inhibition; TALL-104 LAMP-1 surface exposure, flow cytometry; cells stimulated with thapsigargin and PMA; inhibition, % at 10 µM; hit rate 0.66% among 360,000; AID 651702;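 active = inhibition above about 55%, limit read from the data; inconclusive = no clear call, values can overlap the other calls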
# MC4R antagonist: antagonists of human melanocortin 4 receptor (MC4R). MC4R-expressing cells, MTII-stimulated cAMP, LANCE TR-FRET. inhibition, % at 6.5 µM. hit rate 0.48% among 360,000. AID 540295;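 active = inhibition above its plate's cutoff, the mean of tested wells on that plate plus 3 SD, cut at about 29% in these data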;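 also: 0% = Melanotan II alone and 100% = Melanotan II plus saturating MCL0020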
#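 System: U2OS-MC4R stable cell line; Technique: Eu-cAMP/anti-cAMP TR-FRET, emission 671 nm; Repeats: single well per compound; Also added: Melanotan II; Dosing: one concentration, 6.5 µM nominal; Schedule: 30-min compound, 1-h challenge, 1-h detection, room temperature.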
# aDG glyco act: alpha-DG glycosylation activation; Pro5-aDG cells, alpha-DG glycosylation AlphaScreen (IIH6); 0% Pro5, 100% B10-LARGE cell signal; activation, % at 10 µM; hit rate 0.22% among 360,000;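 active = activation of at least 8% versus controls, or a plate z-score of at least 8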;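 also: Pro5 are CHO cells carrying HIG-tagged alpha-DG that lacks glycosylation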
# MC4R barr agon: human MC4R agonism via beta-arrestin; U2OS MC4R beta-arrestin complementation, luminescence; percent of melanotan II response, DMSO zero; activation, % at 8.9 µM; P32245; hit rate 0.98% among 360,000; AID 540308;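 active = activation above a per-plate cutoff, the mean activation of sample wells on that plate plus 3 SD, cut at about 8% in these data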
# An asterisk follows results filed as active; i = inactive; ? = inconclusive; · = not tested or not shown. Some of the compounds tested (hit frequency here may not be typical).
SMILES,N-glyco inh,Vif inh,NOD2-RIPK2 inh,ABCB6 inh 2,ABHD5 PLIN5 PPI,TLR9-MyD88 block,Granule exo inh,MC4R antagonist,aDG glyco act,MC4R barr agon
O=C(CN1C(=O)S/C(=C\c2ccc(C(=O)O)cc2)C1=O)Nc1ccccc1,1,12,0,93,-4,-6,2,-2,-0.1,-1.4
CCOC(=O)c1ccc(-c2ccc(/C=N/NC(=O)Cc3nnc(N)s3)o2)cc1,-5,-19,-7,103,-3,11,-2,-12,-0.1,0.6
CCOC(=O)/C(=C\c1ccccc1)C(=O)CCN1CCOCC1,6,12,4,96,4,-4,-10,-2,0.2,0.0
C=CCn1c(=S)[nH]c2cc(-c3ccccc3)sc2c1=O,0,-2,-2,97,-2,-5,-6,18,0.2,-3.4
Clc1ccc(NC2=NCCC2)cc1Cl,-3,·,3,95,8,-1,-2,1,0.2,-0.6
O=C(Nc1ccnn1C1CCN(Cc2ccn[nH]2)CC1)c1ccccc1,-2,13,-7,101,-1,2,-3,-6,-0.1,-1.7
O=C(N/N=C/c1cccs1)C(O)c1ccccc1 (stereo not given),-1,-3,2,94,-2,6,1,-3,-0.2,-1.3
COC(=O)c1cc(=O)nc(NNC(C)=O)s1,2,4,-11,94,2,·,0,·,-0.1,·
COC(=O)Cn1c(CN(Cc2ccccc2)Cc2ccccc2)nc2c1c(=O)[nH]c(=O)n2C,0,·,-7,93,4,-9,-1,19,0.3,1.7
COc1ccc(/C=N/N=C2/NC(=O)C(CC(=O)NC(N)=O)S2)cc1 (stereo not given),2,-4,1,90,5,-4,3,6,0.2,-1.6
CCCOc1ccc(C2NC(=O)CCC2[N+](=O)[O-])cc1 (stereo not given),0,?,-1,101,7,-7,-1,3,-0.1,-1.8
O=C1[C@@H]2Cc3c([nH]c4ccccc34)C(c3cccc(Br)c3)N2C(=O)CN1C1CCN(Cc2ccccc2)CC1 (stereo not given in full),-8,-6,4,101,8,-14,28,28,-0.4,3.5
O=C(NCc1ccco1)c1cccs1,2,-1,1,101,6,8,6,15,0.1,0.3
CCOc1cc2[nH]c(=S)n(CC3CCCN3CC)c(=O)c2cc1OCC (stereo not given),-1,-7,-13,95,-5,-4,-3,4,-0.1,3.9
CCCCn1c(CN2CCN(c3ccccc3)CC2)nc2c1c(=O)n(C)c(=O)n2C,-4,-21,-6,97,0,0,3,0,0.5,1.9
COc1ccc(C(CCNCc2ccc(OC(C)C)cc2)C(C)C)cc1 (stereo not given),-8,-2,3,96,-1,·,78*,5,0.3,15*
Cc1nnc(SCC(=O)NCc2cccs2)[nH]c1=O,0,-3,-3,102,8,-2,-3,-1,-0.1,-1.3
O=C(C1CCCN(S(=O)(=O)c2ccc(Br)cc2)C1)N1CCOCC1 (stereo not given),2,8,-1,96,0,-14,6,1,0.1,-5.5
Fc1cccc(NC(=S)N2CCN(c3ccccn3)CC2)c1,0,0,0,92,6,2,-7,8,-0.1,0.8
Cc1cc(C)n2nc(C(=O)OCC(=O)Nc3ccc(C)c(S(=O)(=O)N4CCOCC4)c3)nc2n1,1,0,-16,99,4,0,-1,2,-0.3,-1.7
COc1ccc(C(C)=O)cc1CSc1nnc(C)n1-c1ccccc1,2,-2,-14,98,2,-4,-2,0,0.4,-0.8
C[C@@H]1CN([C@H](C)CO)C(=O)CCCn2nncc2CO[C@H]1CN(C)S(=O)(=O)c1ccccc1F,0,3,2,102,7,-6,-5,7,0.1,1.1
O=C1N/C(=N/Nc2ccccc2)S/C1=C\c1ccccc1,2,5,-1,113,-5,-3,-1,14,-0.2,-0.5
CC(=O)NS(=O)(=O)c1ccc2sc(C)nc2c1,-1,17,-6,97,0,-4,6,10,0.0,-2.3
Cc1ccc(-n2nc(N)c3c(=O)oc(N(C)C)nc32)cc1,1,-12,-16,96,1,-4,-1,9,0.2,1.1

# In a second layout: 2 of the compounds above
smiles: CCCCn1c(CN2CCN(c3ccccc3)CC2)nc2c1c(=O)n(C)c(=O)n2C
  N-glyco inh: -4	Vif inh: -21	NOD2-RIPK2 inh: -6	ABCB6 inh 2: 97	ABHD5 PLIN5 PPI: 0	TLR9-MyD88 block: 0	Granule exo inh: 3	MC4R antagonist: 0	aDG glyco act: 0.5	MC4R barr agon: 1.9

smiles: C=CCn1c(=S)[nH]c2cc(-c3ccccc3)sc2c1=O
  N-glyco inh: 0	Vif inh: -2	NOD2-RIPK2 inh: -2	ABCB6 inh 2: 97	ABHD5 PLIN5 PPI: -2	TLR9-MyD88 block: -5	Granule exo inh: -6	MC4R antagonist: 18	aDG glyco act: 0.2	MC4R barr agon: -3.4

# Returning to the listing, repeating the 2 entries before the break.
SMILES,N-glyco inh,Vif inh,NOD2-RIPK2 inh,ABCB6 inh 2,ABHD5 PLIN5 PPI,TLR9-MyD88 block,Granule exo inh,MC4R antagonist,aDG glyco act,MC4R barr agon
CC(=O)NS(=O)(=O)c1ccc2sc(C)nc2c1,-1,17,-6,97,0,-4,6,10,0.0,-2.3
Cc1ccc(-n2nc(N)c3c(=O)oc(N(C)C)nc32)cc1,1,-12,-16,96,1,-4,-1,9,0.2,1.1
c1ccc(CCNCC2COc3ccccc3O2)cc1 (stereo not given),2,-9,-2,96,5,9,11,3,0.0,-0.1
CC1=NN(c2nc(N)nc(/C(C#N)=C/c3ccc([N+](=O)[O-])o3)n2)C(C)(C)C1,-13,-7,-7,i,-2,-7,83*,-42,-0.5,37*
O=C(Nc1nc2ccccc2[nH]1)c1cccc(S(=O)(=O)N2CCOCC2)c1,-1,2,4,101,-4,7,-2,15,0.2,-0.3
CC(=O)c1cc(C#N)c(Oc2cc(C)cc(C)c2)nc1C,0,11,3,90,-4,5,-5,0,-0.2,0.7
CCN1CCN(CCCNC(=O)c2ccc3c(=O)n(CCc4ccccc4)c(=O)[nH]c3c2)CC1,-4,5,-9,99,1,4,-1,5,0.0,-1.3
COc1ccccc1-c1nc(SCC(=O)N(C)c2ccccc2)c2c(=O)n(C)c(=O)n(C)c2n1,-14,-8,0,87,3,6,7,1,-0.4,-2.5
Cc1c(N2C(=O)CSC2c2ccccc2)c(=O)n(-c2ccccc2)n1C (stereo not given),1,-12,6,102,1,11,-5,5,-0.1,4.4
CCOC(=O)N1CCN(C(=S)NC)CC1,1,5,-6,92,0,2,-2,2,-0.1,-0.5
CCn1c(SCC(=O)N2CCN(c3ccccc3)CC2)nc2c(c1=O)SC(C)C2 (stereo not given),-1,·,-2,99,-1,4,0,-8,1.5,-0.6
COc1ccc(C(=O)COc2nc(C)cc(C)c2C#N)cc1,-1,5,-6,96,-4,7,2,-2,0.0,-1.3
Cc1cccc2c1-c1sc(C(=O)N3CCc4ccccc4C3)cc1CO2,-1,2,-5,99,-5,-3,-1,-3,0.1,-2.1
O=C(CCNS(=O)(=O)c1cccs1)N1CCN(c2ccc(F)cc2)CC1,0,10,2,101,-4,5,-5,3,0.1,-1.4
COc1ccccc1OCC(=O)Nc1nc2c(s1)CCCC2,-14,-2,2,101,-14,-19,7,-2,-0.2,-3.4
COc1ccccc1NC(=O)C[n+]1ccccc1C,1,6,-8,138,-6,4,1,-2,-0.1,0.2
CCOC(=O)C1CCN(c2c(NCCN3CCCCC3C)c(=O)c2=O)CC1 (stereo not given),2,·,0,99,-6,-7,-7,-1,-0.3,-0.3
Cc1cccc(C)c1-n1nnnc1C1c2ccccc2C(=O)N1C1CC1 (stereo not given),·,·,-10,96,4,·,0,·,-0.2,·
Cc1cc(=O)oc2c1ccc1ccccc12,3,-5,1,94,-6,0,6,-2,0.0,-0.7
COc1cccc(C2CC(c3ccccc3)Nc3nc(N)nn32)c1 (stereo not given),2,-2,8,98,3,0,0,0,0.1,0.2
CC(C)NC(=O)Nc1ccc2c(c1)C(=O)N([C@H](C)CO)C[C@@H](C)[C@@H](CN(C)C(=O)NC1CCCCC1)O2,3,-2,7,96,1,-6,-3,1,-0.3,-0.8
CCOC(=O)C(C#N)=CN1CCN(C(=O)CCCl)c2ccccc21,-7,0,-4,94,1,-1,4,7,0.6,-1.7
O=C(COC(=O)CCC1CCCC1)Nc1ccccc1OC(F)F,-3,11,-6,97,16,1,0,5,0.6,5.4
Cc1ccc(C(=O)NCCCNC(=O)c2ccc(Cl)cc2)cn1,-2,12,-3,94,9,0,-2,6,-0.1,0.0
Cc1ccccc1C(=O)NC(NC(=O)c1ccccc1C)c1cccc([N+](=O)[O-])c1,0,-3,0,83,-2,1,0,-1,-0.3,5.7
COc1ccc(N2CCN(C(=O)COC(=O)c3cc(S(=O)(=O)N(C)C)ccc3N3CCCC3)CC2)cc1,0,1,-2,99,2,3,-7,16,-0.1,0.7
O=C(NCc1n[nH]c(=S)n1-c1ccc(F)cc1)c1ccc(S(=O)(=O)N2CCOCC2)cc1,-1,0,-11,100,-9,-3,-2,1,-0.2,-3.5
C[C@H](CO)N1C[C@H](C)[C@@H](CN(C)S(=O)(=O)c2ccc(F)cc2)Oc2c(NC(=O)CCC(F)(F)F)cccc2C1=O,0,0,0,102,-10,-2,-1,4,-0.1,-1.1
O=C(Nc1ncc2c(n1)-c1ccccc1OC2)c1cccc([N+](=O)[O-])c1,1,-1,7,100,-2,1,-1,6,-0.2,0.2
Cc1ccc(NC2CCCN(C(=O)c3cn4cccc(C)c4n3)C2)cc1C (stereo not given),2,-4,-7,98,0,7,8,4,0.0,-3.0

# Full records from above.
# Fc1cccc(NC(=S)N2CCN(c3ccccn3)CC2)c1 in the list: N-glyco inh = 0; Vif inh = 0; NOD2-RIPK2 inh = 0; ABCB6 inh 2 = 92; ABHD5 PLIN5 PPI = 6; TLR9-MyD88 block = 2; Granule exo inh = -7; MC4R antagonist = 8; aDG glyco act = -0.1; MC4R barr agon = 0.8
# O=C(CCNS(=O)(=O)c1cccs1)N1CCN(c2ccc(F)cc2)CC1 in the list: N-glyco inh = 0; Vif inh = 10; NOD2-RIPK2 inh = 2; ABCB6 inh 2 = 101; ABHD5 PLIN5 PPI = -4; TLR9-MyD88 block = 5; Granule exo inh = -5; MC4R antagonist = 3; aDG glyco act = 0.1; MC4R barr agon = -1.4

# Single entries from above.
# Granule exo inh result of O=C(N/N=C/c1cccs1)C(O)c1ccccc1 (stereo not given) is entered as 1
# N-glyco inh result of COC(=O)c1cc(=O)nc(NNC(C)=O)s1 is entered as 2
# N-glyco inh result of CCN1CCN(CCCNC(=O)c2ccc3c(=O)n(CCc4ccccc4)c(=O)[nH]c3c2)CC1 is entered as -4
# MC4R barr agon result of O=C(C1CCCN(S(=O)(=O)c2ccc(Br)cc2)C1)N1CCOCC1 (stereo not given) is entered as -5.5
# NOD2-RIPK2 inh result of c1ccc(CCNCC2COc3ccccc3O2)cc1 (stereo not given) is entered as -2

# Bioassay records: PubChem BioAssay, several laboratories
